Source: PubChem BioAssay (NMMLSC)
QS inhibitor – S. aureus quorum sensing inhibitors, primary screen, RNAIII-GFP reporter, flow cytometry | AID 527, 2006 | inhibition, % at 2 µM | 0.3% of 24,000 active | S. aureus RN6390 RNAIII-GFP reporter, AIP-induced, flow cytometry 3 h;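 active = share of bacteria positive for the green fluorescent reporter and its mean brightness both inhibited by 50% or more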;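 also: 0% = AIP-stimulated control and 100% = unstimulated bacteria without AIP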
QS inhibitor GFP MFI % – further read-out of QS inhibitor, marked with its call; inhibition, %; measured here: inhibition of GFP MFI
* = called active by the depositor.

no.	QS inhibitor	QS inhibitor GFP MFI %	SMILES
1	-1	0	Cc1ccc(N=C2NC(=O)CS2)c(C)c1
2	4	9	O=C(C1COc2ccccc2O1)N1CCn2c(nc3ccccc32)C1 (stereo unspecified)
3	-4	-8	COc1ccc2cc(C(=O)N3CCOCC3)sc(=O)c2c1OC
4	-3	-5	Cc1cccc(NC(=O)c2ccc(NS(=O)(=O)c3c(C)noc3C)cc2)c1
5	3	13	COC(=O)CCC(=O)c1oc2ccc(Cl)cc2c1NC(=O)CCCN1C(=O)c2ccccc2C1=O
6	-2	-6	N=c1c(C(=O)NCc2ccc(F)cc2)cc2c(=O)n3ccccc3nc2n1CCCN1CCOCC1
7	2	4	CN1CCN(C2=Nc3cc(Cl)ccc3Nc3ccccc32)CC1
8	-1	-18	COC(=O)c1ccc(COC(=O)c2c(C)nn(Cc3ccccc3Cl)c2Cl)o1
9	-2	-6	O=C(NCc1ccccn1)C1CCCN(S(=O)(=O)c2cccc3nsnc23)C1 (stereo unspecified)
10	3	12	O=C(NC1CCCCC1)N1CCCCCCC1
11	-3	-10	O=C(Cc1ccc(Br)cc1)N1CCCCCC1
12	6	21	CC(=O)N1CCc2cc(S(=O)(=O)NCCC3=CCCCC3)ccc21
13	0	4	CCN(CC)S(=O)(=O)c1cccc2c(N(C)C)cccc12
14	-1	-12	Cc1cc(=S)cc(C)n1CCCO
15	0	8	Cn1c(-c2cc(Br)ccc2O)n[nH]c1=S
16	1	12	O=C(NC1CCCCC1)c1ccc(CS(=O)(=O)Cc2ccccc2F)o1
17	-1	-10	Cc1ccccc1C(=O)NC1CCN(Cc2nnnn2Cc2ccccc2)CC1
18	2	16	CCn1c(=O)cc(SCC(=O)N2CCN(Cc3ccc4c(c3)OCO4)CC2)c2ccccc21
19	6	12	CC1CCCN(S(=O)(=O)c2ccc(Br)s2)C1 (stereo unspecified)
20	0	15	CCOC(=O)N1CCN(C(=O)C2CCN(Cc3nc(-c4ccccc4C)oc3C)CC2)CC1

Compounds above with sulfur (11):
no.	QS inhibitor	QS inhibitor GFP MFI %	SMILES
1	-1	0	Cc1ccc(N=C2NC(=O)CS2)c(C)c1
3	-4	-8	COc1ccc2cc(C(=O)N3CCOCC3)sc(=O)c2c1OC
4	-3	-5	Cc1cccc(NC(=O)c2ccc(NS(=O)(=O)c3c(C)noc3C)cc2)c1
9	-2	-6	O=C(NCc1ccccn1)C1CCCN(S(=O)(=O)c2cccc3nsnc23)C1 (stereo unspecified)
12	6	21	CC(=O)N1CCc2cc(S(=O)(=O)NCCC3=CCCCC3)ccc21
13	0	4	CCN(CC)S(=O)(=O)c1cccc2c(N(C)C)cccc12
14	-1	-12	Cc1cc(=S)cc(C)n1CCCO
15	0	8	Cn1c(-c2cc(Br)ccc2O)n[nH]c1=S
16	1	12	O=C(NC1CCCCC1)c1ccc(CS(=O)(=O)Cc2ccccc2F)o1
18	2	16	CCn1c(=O)cc(SCC(=O)N2CCN(Cc3ccc4c(c3)OCO4)CC2)c2ccccc21
19	6	12	CC1CCCN(S(=O)(=O)c2ccc(Br)s2)C1 (stereo unspecified)

Next part
no.	QS inhibitor	QS inhibitor GFP MFI %	SMILES
21	-2	-1	Cc1ccc(N(CC(=O)Nc2ccc(F)c(Cl)c2)S(=O)(=O)c2c(C)noc2C)cc1
22	-8	-13	CCOC(=O)c1cn(CC)c2ccc(S(=O)(=O)N3CC(C)CC(C)C3)cc2c1=O (stereo unspecified)
23	-1	2	Cc1nc(NC(C)C(=O)O)c2nc(C)oc2n1 (stereo unspecified)
24	-1	-8	CN(C)c1nc2c(c(=O)n(C)c(=O)n2C)n1CC(=O)c1cccs1
25	0	-2	O=C(Nn1c(=O)[nH]c2ccsc2c1=O)c1ccccc1
26	1	14	COCCN1C(=O)C(CC(=O)Nc2ccc(C(=O)O)cc2)SC1=Nc1ccccc1 (stereo unspecified)
27	0	15	COC(=O)c1ccc(NC2(C#N)C(=O)Nc3ccccc32)cc1 (stereo unspecified)
28	4	11	NC(=O)c1c(NC(=O)CSc2nnc(-c3ccco3)n2N)sc2c1CCCC2
29	-4	-4	O=C(C1CCN(S(=O)(=O)c2cccc3cccnc23)CC1)N1CCN(C2CCCCC2)CC1
30	3	14	COC1(OC)N=C(N)C2(C#N)C(c3cccc(Oc4ccccc4)c3)C12C#N (stereo unspecified)
31	-3	-9	Cc1cc(C)n(C(=O)CNC(=O)C2COc3ccccc3O2)n1 (stereo unspecified)
32	0	-3	COc1cc(NC(=O)c2nnn(Cc3ccc(SC)cc3)c2N)cc(OC)c1
33	1	11	Cc1cc(NC(=O)CSc2ccc3nnc(-c4cccc(F)c4)n3n2)no1
34	-1	-8	COc1ccccc1C1/C(=C(\O)c2c(C)nc3c(C)cccn23)C(=O)C(=O)N1CCCN(C)C (stereo unspecified)
35	-4	-13	O=c1cc(Nc2ccc3c(c2)OCO3)[nH]c(=O)n1-c1ccc(Br)cc1

Only part of the results is shown, so the mix of outcomes need not match the whole.
